Assay outcomes from PubChem BioAssay.
ADAM17 inh: ADAM17 inhibition, QFRET primary screen. recombinant ADAM17, EDANS/DABCYL FRET peptide cleavage. inhibition, % at 6.95 µM. 370,000 tested, 0.83% active;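 active means inhibition above the mean of compounds lying between control limits plus 3 SD, set per campaign, cut at about 8.5% in these data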;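 further: 0% = DMSO-only wells as the low control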
KLK7 zymogen act: activators of human kallikrein-7 zymogen | 370,000 tested, 0.9% active | activation, % at 7 µM | purified proKLK7, EDANS-DABCYL substrate fluorescence; 100% is mature enzyme control, 0% vehicle | P49862;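 active means activation above the mean of all tested compounds plus 3 SD, computed per campaign excluding outliers beyond control limits, cut at about 13% in these data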
Target sequence (P49862 whole entry, looked up): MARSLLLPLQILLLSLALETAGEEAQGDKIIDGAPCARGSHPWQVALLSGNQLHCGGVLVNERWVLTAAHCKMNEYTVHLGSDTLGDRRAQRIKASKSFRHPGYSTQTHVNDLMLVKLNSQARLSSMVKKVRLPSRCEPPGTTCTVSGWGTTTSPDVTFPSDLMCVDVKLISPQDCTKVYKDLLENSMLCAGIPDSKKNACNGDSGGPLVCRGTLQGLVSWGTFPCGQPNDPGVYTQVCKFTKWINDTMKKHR
DDE Tn7 FP inh: disrupts Tn7 cyclic peptide binding to fibrin D-Dimer-E complex; inhibition, % at 8.3 µM; P02675; 370,000 tested, 0.13% active; FP displacement of FITC-Tn7 peptide from fibrin DD(E); 0% = median of compound wells per plate;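 active means inhibition above the mean of compounds falling within the control limits plus 3 SD of them, cut at about 14% in these data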;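 further: 0% = plate median of compound wells and 100% = 10 µM Aha-Tn7 peptide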
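Assay system: human fibrin DD(E). Input: DD(E) 2 µM final. Medium: Tris buffer with calcium and detergent, pH 7.8. Compound dosing: single point at 8.3 µM. Timing: 10 min plus 3 h, room temperature. Technique: fluorescence polarization of the labelled Tn7 tracer. Read-out: percent inhibition. Replicates: singlicate testing.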
UHRF1 binding: UHRF1 methyl-DNA binding inhibition; inhibition, % at 4.4 µM; Q96T88; 370,000 tested, 0.75% active; UHRF1 binding to methylated oligo, TR-FRET; in the data active means inhibition above about 21%;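 further: UHRF1 SRA domain binding a hemimethylated CpG hairpin DNA probe; 0% = median of test compound wells and 100% = reference inhibitor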
Target sequence (Q96T88 whole entry, looked up, the tested form may be a part): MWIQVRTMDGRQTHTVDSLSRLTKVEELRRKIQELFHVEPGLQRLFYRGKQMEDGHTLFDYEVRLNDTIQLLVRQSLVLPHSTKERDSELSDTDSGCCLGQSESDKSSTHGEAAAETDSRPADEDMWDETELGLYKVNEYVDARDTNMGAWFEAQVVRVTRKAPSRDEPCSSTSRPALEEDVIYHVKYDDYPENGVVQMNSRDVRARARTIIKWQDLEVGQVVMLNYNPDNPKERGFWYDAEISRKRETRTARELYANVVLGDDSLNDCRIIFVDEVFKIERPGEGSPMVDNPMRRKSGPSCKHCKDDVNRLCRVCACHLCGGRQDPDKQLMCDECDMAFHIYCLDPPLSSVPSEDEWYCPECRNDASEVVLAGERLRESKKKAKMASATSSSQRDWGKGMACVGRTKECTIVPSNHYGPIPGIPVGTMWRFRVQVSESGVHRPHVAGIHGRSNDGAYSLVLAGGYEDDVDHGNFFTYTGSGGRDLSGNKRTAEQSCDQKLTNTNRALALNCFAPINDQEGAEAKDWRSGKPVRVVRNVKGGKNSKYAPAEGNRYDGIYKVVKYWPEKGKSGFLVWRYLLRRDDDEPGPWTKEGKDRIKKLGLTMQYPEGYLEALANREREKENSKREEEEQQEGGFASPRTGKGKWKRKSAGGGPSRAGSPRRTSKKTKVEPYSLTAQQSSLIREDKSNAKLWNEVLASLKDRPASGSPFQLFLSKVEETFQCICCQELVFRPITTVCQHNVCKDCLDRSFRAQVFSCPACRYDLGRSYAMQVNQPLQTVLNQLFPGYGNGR
ASAP1 GAP inh: ASAP1 ArfGAP inhibition. Q9ULH1. ASAP1-stimulated ARF1 GTP hydrolysis, GDP FP detection. inhibition, % at 16.5 µM. 360,000 tested, 0.19% active; in the data active means inhibition above about 25%;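 further: 0% = vehicle with enzyme and substrate and 100% = no enzyme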
PLC-gamma1 inh: inhibitors of human phospholipase C gamma1 | P19174 | purified PLC-gamma1, fluorogenic substrate, fluorescence | inhibition, % at 12.2 µM | 370,000 tested, 0.84% active | AID 720700; in the data active means inhibition above about 9.5%
MBD2 DNA inh: inhibitors of human MBD2 binding to methylated oligonucleotide. TR-FRET. inhibition, % at 4.4 µM. Q9UBB5. 370,000 tested, 0.31% active; in the data active means inhibition above about 13%
ARFGAP1 inh: inhibits rat ARF GTPase activating protein 1; Arfgap1-stimulated ARF1 GTP hydrolysis, GDP FP detection; inhibition, % at 16.5 µM; Q62848; 360,000 tested, 0.26% active;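 active means inhibition above a per-plate limit, mean inhibition of low control wells plus 3 SD, cut at about 25% in these data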;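 further: 0% = DMSO wells with enzyme and 100% = wells lacking Arfgap1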
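system = rat Arfgap1 catalytic domain, aa 1-136 | technique = FP, GDP Alexa 633 tracer displaced from anti-GDP antibody, 620/688 nm | compound = one concentration, 16.5 µM, DMSO 1.26% | medium = HEPES-based buffer, pH 7.5 | timing = compound-enzyme preincubation 20 min, reaction 120 min, detection 60 min, 25 °C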
PLC-beta3 inh: PLC-beta3 (human) inhibition, primary screen | 370,000 tested, 0.18% active | Purified PLC-beta3, fluorogenic substrate, fluorescence | inhibition, % at 12.2 µM | Q01970; in the data active means inhibition above about 11%;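 further: 0% = median of compound wells on plate and 100% = full blocker control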
Tn6 DDE FP: DD(E)-Tn6 binding inhibition, primary FP screen; Fibrin DD(E) TRITC-Tn6 fluorescence polarization displacement; inhibition, % at 8.3 µM; 370,000 tested, 0.21% active; AID 720509;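 active means inhibition above a per-campaign cutoff: mean of compounds within control limits plus 3 SD, cut at about 15% in these data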;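 further: 0% = median of all compound wells on the plate and 100% = blocking peptide control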
Numbers without * were called inactive; · = not tested or not shown.

Molecule,ADAM17 inh,KLK7 zymogen act,DDE Tn7 FP inh,UHRF1 binding,ASAP1 GAP inh,PLC-gamma1 inh,MBD2 DNA inh,ARFGAP1 inh,PLC-beta3 inh,Tn6 DDE FP
CCOc1ccc(OCC)c(S(=O)(=O)NCCOC23CC4CC(CC(C4)C2)C3)c1,0,-0.3,3,13,-8,5,7,2,-3,5
COCCCn1c(=O)/c(=C\c2ccccc2OC(F)F)s/c1=C(/C#N)C(=O)N1CCOCC1,0,0.0,-6,-1,13,-6,2,4,-2,-8
O=C(Nc1ccccc1)C1CCCN1C(=O)NCc1ccccc1 (configuration not stated),-6,-0.6,-2,-3,9,-4,1,-2,-11,5
Cc1ccc(C)c(N2CCN(C(=O)c3ccc(NC4=NC5CS(=O)(=O)CC5S4)cc3)CC2)c1 (configuration not stated),2,0.5,3,0,12,3,2,-4,3,-1
CC(NS(=O)(=O)c1ccc2c(c1)OCCCO2)C(=O)O (configuration not stated),-3,-0.2,1,3,1,0,-1,3,0,7
O=C(O)c1cc(S(=O)(=O)Nc2cc(Cl)ccc2Oc2ccccc2)ccc1O,0,0.0,-6,-1,1,-2,-1,-2,-7,-5
Cc1cnc(C(=O)OCC(=O)Nc2ccccc2[N+](=O)[O-])cn1,5,-0.1,-15,2,-2,2,-4,-12,1,-3
CC#CC(=O)N1CCC(CCC(=O)N(C)Cc2ccccc2)CC1,0,0.3,-4,5,-2,5,3,8,-6,-6
CCOc1cc(NS(=O)(=O)c2ccc(NC(C)=O)cc2)c(OCC)cc1NC(=O)C(C)C,-3,0.2,0,0,5,1,-1,1,4,-1
CC(=O)Nc1ccc(NC(=O)C(C)OC(=O)c2c(C)nn(-c3ccccc3)c2Cl)cc1 (configuration not stated),2,-0.2,-7,1,4,4,1,-7,-1,-1
CC1Cc2cc(/C(O)=C3/C(=O)C(=O)N(CCCn4ccnc4)C3c3ccc(F)cc3)ccc2O1 (configuration not stated),2,-0.7,2,-3,5,-1,0,16,-9,-2
C=CCN1C(=O)C(CC(=O)Nc2ccc(OC)cc2)SC1=Nc1ccc(S(N)(=O)=O)cc1 (configuration not stated),0,0.3,-6,-1,-6,1,-1,4,2,-5
Cc1ccc(Nc2cc(C)nc3ncnn23)cc1,-2,0.3,-1,-1,6,1,0,-11,-4,-3
O=C(Nc1ccc2ccccc2c1)C1CC2CCC1C2 (configuration not stated),4,·,4,-1,·,0,3,·,1,-5
COC(=O)c1sccc1NC(=O)c1cc(OC)c(OC)c(OC)c1,-2,0.1,4,-3,1,-1,1,6,-1,4
O=C(O)c1cnc(-c2ccccc2)nc1Sc1ccccc1,-1,-0.6,7,-1,1,-2,-3,2,-1,5
CCOC(=O)CN(C)C(=O)CCc1nnc(-c2ccsc2)o1,0,0.4,6,-4,4,1,-3,1,1,3
Cc1ccc(S(=O)(=O)N(C)Cc2ccc(-c3nnco3)cc2)cc1,-2,0.1,1,0,-1,-1,-2,-1,2,1
CCOC(=O)[C@H]1[C@H]2COc3ccc(Cl)cc3[C@@H]2N2C(=O)c3cc(F)ccc3NC(=O)[C@@]12C,2,0.8,1,2,-16,2,1,-2,0,9
CC(OC(=O)Cc1ccccc1[N+](=O)[O-])C(=O)NC(=O)NC1CCCCC1 (configuration not stated),0,-0.4,1,-3,-1,4,3,-3,3,10

Next part.
Molecule,ADAM17 inh,KLK7 zymogen act,DDE Tn7 FP inh,UHRF1 binding,ASAP1 GAP inh,PLC-gamma1 inh,MBD2 DNA inh,ARFGAP1 inh,PLC-beta3 inh,Tn6 DDE FP
CCCS(=O)(=O)NC(=O)C1(C)CCCN(C(=O)c2ccccc2C(F)(F)F)C1 (configuration not stated),-2,0.1,-2,-2,0,4,5,10,3,0
COc1ccc(C)cc1NC(=O)CCCNC(=O)Cn1cnc2sc(C)c(C)c2c1=O,-2,0.3,2,1,2,-3,3,10,-9,1
CCCCNC(=S)Nc1ccc2[nH]c(=O)[nH]c2c1,-7,1.0,0,14,-10,-2,4,-9,-6,2
O=C(COC(=O)CCS(=O)(=O)c1ccc(Cl)cc1)NCCc1ccc(Cl)cc1Cl,-1,-0.5,3,0,-12,2,-4,6,1,1
O=C(Nc1ccc(S(=O)(=O)Nc2ncccn2)cc1)c1ccc(Br)cc1,-2,-0.4,-2,-1,-3,-4,2,12,-1,9
COc1ccc(-c2nc3ccc(Cl)cn3c2Cc2cccc(F)c2)cc1OC,-28,-7.9,1,10,-7,-63,-2,-6,-82,1
COc1cc(OC)cc(C(=O)N2CCC(N3CCN(c4ccccc4)CC3)CC2)c1,4,-0.2,-3,0,5,4,-3,-5,2,-1
COc1ccc([N+](=O)[O-])cc1NCC(=O)Nc1cccc(S(=O)(=O)N2CCCC2)c1,0,0.4,-3,-2,-3,1,-11,8,-3,2
CCCC(=O)Nc1cccc(NC(=O)c2ccc([N+](=O)[O-])cc2Cl)c1,5,-0.7,-11,4,-1,3,-2,4,4,9
COc1ccc([N+](=O)[O-])cc1COc1cc(C)cc2oc(=O)cc(-c3ccccc3)c12,0,0.0,2,-2,-4,-2,1,8,2,1
CC(NC(=O)c1ccco1)C(=O)O (configuration not stated),-3,-0.2,0,2,-1,1,1,-4,2,3
CCOc1ccc(NC(=O)CN2C(=O)c3ccccc3C2=O)cc1,-4,-0.1,0,1,-8,2,3,5,-11,-7
COc1ccc(C(CNC(=O)CN2C(=O)NC3(CCCC3)C2=O)N(C)C)cc1 (configuration not stated),-5,0.4,-9,-3,-1,-2,9,13,-9,1
Cc1nnc(SCC(=O)N(C)CC(=O)Nc2ccc(F)cc2)n1Cc1ccccc1,-3,-0.1,0,-3,3,1,1,12,-7,3
COCOCCn1cc(CN2CCS(=O)(=O)N(Cc3ccc(-c4ccc(Cl)cc4)cc3)C(CC(C)C)C2=O)nn1 (configuration not stated),-1,0.6,-2,1,3,0,3,13,4,0
Cc1c(Cl)c(C(=O)N2CCCc3ccccc32)nn1C,-3,-0.1,-1,-1,13,-1,-3,-1,-1,4
CCn1c(=O)c2c3c(sc2n(C)c1=O)CCC3,6,-0.1,-4,1,11,5,-4,11,2,-4
COc1ccccc1C(=O)NCc1ccco1,-4,-0.3,2,-1,2,-3,2,6,-5,11
Cc1cc(-c2nnco2)c(C)n1-c1ccccc1,-2,0.3,6,3,11,0,7,11,1,-13
O=C(COC(=O)C1CCN(c2ccc(C(F)(F)F)cn2)CC1)Nc1ccc(Cl)cn1,0,0.5,-6,2,5,-3,-3,9,-5,1

Further entries follow.
Molecule,ADAM17 inh,KLK7 zymogen act,DDE Tn7 FP inh,UHRF1 binding,ASAP1 GAP inh,PLC-gamma1 inh,MBD2 DNA inh,ARFGAP1 inh,PLC-beta3 inh,Tn6 DDE FP
COC(=O)c1cccc2nc3c(C(C)O)cccc3nc12 (configuration not stated),-1,-0.4,2,1,-1,2,-1,-8,-3,4
CCC1CC(C(=O)O)CC(=O)N1 (configuration not stated),-12,0.1,1,2,10,-2,6,-11,-2,-2
CCOC(=O)N1CCN(c2c(NC3CCN(Cc4ccccc4)CC3)c(=O)c2=O)CC1,0,0.9,-5,0,6,4,3,15,9,3
CC(C)(C)Nc1nc(OCC#N)nc(N2CCCCC2)n1,1,0.4,3,10,-5,-3,8,0,4,5
O=C(CCc1nc(-c2ccccc2F)no1)NCCN1CCOCC1,4,0.0,5,2,5,4,3,12,14*,-6
O=C(NCCCn1ccnc1)C(=O)Nc1ccccc1,-10,-0.2,-5,6,10,4,7,-5,-8,-4
Cc1c(O)cc2n(c1=O)-c1ccc(Cl)cc1C2(C)C,-6,0.8,0,-2,-20,0,1,4,-2,0
CCOC(=O)CNC(=O)CSc1nc2ncc(Br)cc2[nH]1,-4,-0.2,3,3,-5,1,-1,6,2,3
FC(F)(F)c1ccccc1Cc1c(-c2ccccc2)nc2ccc(Br)cn12,-1,0.1,-6,0,-18,-17,-5,9,-19,-4
Cn1c(SCC(=O)NC2CCCCC2)nnc1C(F)(F)F,-6,0.7,10,4,-1,0,6,-3,0,2
CNC(=O)c1nc[nH]c1C(=O)NC,-2,-0.6,1,0,-8,7,-6,6,3,5
O=C(Nc1c(F)cc(F)cc1Br)c1cccnc1,0,-0.2,-1,-3,-10,0,4,11,1,2
Cc1cc(C(=O)NCc2cc(C)n(C)n2)sc1-c1ccccc1,-9,0.1,-3,1,7,-2,-6,5,-3,-7
O=C(NCC[C@H]1CC[C@H](NS(=O)(=O)c2ccc(F)cc2)[C@@H](CO)O1)c1ccc2c(c1)OCO2,-1,0.1,2,0,-15,-1,0,-6,6,2
CN(C)S(=O)(=O)N(CCN1CCOCC1)Cc1ccccc1F,0,0.4,-3,-1,12,-1,0,6,1,4
CC1C(c2ccc3c(c2)OCO3)c2cc3c(cc2OC1N1CCOCC1)OCO3 (configuration not stated),3,0.2,4,2,-3,-2,8,-12,1,2
COCCCNC(=S)Nc1ccc(CC(=O)O)cc1,-4,0.2,-1,0,-1,0,-4,8,0,0
O=C(O)C1CCCCC1C(=O)N1CCN(S(=O)(=O)c2ccc(F)cc2)CC1 (configuration not stated),-8,-0.8,3,0,5,5,6,10,-6,-5
COc1ccc(/C=N/NC(=O)c2nnn(-c3nonc3N)c2C)cc1OC,1,0.2,1,-2,-1,-1,-3,-1,0,3
COc1ccc(COC(=O)NC(C(=O)O)c2ccccc2)cc1 (configuration not stated),-1,0.5,-3,0,-10,3,0,-3,2,-5

3 compounds from above, sorted by number of heavy atoms, ascending:
Molecule,ADAM17 inh,KLK7 zymogen act,DDE Tn7 FP inh,UHRF1 binding,ASAP1 GAP inh,PLC-gamma1 inh,MBD2 DNA inh,ARFGAP1 inh,PLC-beta3 inh,Tn6 DDE FP
CC(NS(=O)(=O)c1ccc2c(c1)OCCCO2)C(=O)O (configuration not stated),-3,-0.2,1,3,1,0,-1,3,0,7
CN(C)S(=O)(=O)N(CCN1CCOCC1)Cc1ccccc1F,0,0.4,-3,-1,12,-1,0,6,1,4
FC(F)(F)c1ccccc1Cc1c(-c2ccccc2)nc2ccc(Br)cn12,-1,0.1,-6,0,-18,-17,-5,9,-19,-4

Other records follow.
Molecule,ADAM17 inh,KLK7 zymogen act,DDE Tn7 FP inh,UHRF1 binding,ASAP1 GAP inh,PLC-gamma1 inh,MBD2 DNA inh,ARFGAP1 inh,PLC-beta3 inh,Tn6 DDE FP
O=C(COc1coc(CN2CCN(c3ccccc3)CC2)cc1=O)Nc1ccccc1,-3,-0.2,-1,0,2,-1,-3,-15,0,12
Cc1noc(C)c1NC(=O)Nc1cccc2c1O[C@H](CN(C)C(=O)Nc1ccccc1)[C@@H](C)CN([C@H](C)CO)C2=O,-4,0.9,4,-3,-1,1,-5,2,0,-2
O=C(CS(=O)(=O)Cc1ccccc1)N1CCc2ccccc2C1,-2,-0.3,-3,-1,-1,3,-3,16,2,-3
FC(F)(F)c1cc(-c2cccs2)nc(-n2cc(Cl)cn2)n1,-28,0.2,3,0,-1,-11,-5,-13,-13,0
CCOC(=O)C(Oc1ccc2c(-c3ccc(OC)cc3)cc(=O)oc2c1C)c1ccccc1 (configuration not stated),2,0.1,-7,1,12,-5,-2,-6,-6,7
O=C(CN1CCN(S(=O)(=O)c2ccc(Cl)cc2)CC1)NC1CC1,-1,-0.3,1,0,5,0,0,-4,-5,0
O=C(CO)N/N=C/c1ccccc1F,-4,0.2,5,-1,3,-1,1,-3,-1,3
